FEN1 inhibitor – blocks human flap endonuclease 1. P39748. Recombinant FEN1 flap cleavage, fluorescence, 15 min. Potency, µM (titrated, usually from 114 µM), without a hit: at the top dose activity change, negative = inhibition, hits mostly inhibitors. 390,000 tested, 0.35% active. AID 588795; note: nearly all actives have a fitted effect of over 65% in size
Target sequence (P39748 whole entry, looked up): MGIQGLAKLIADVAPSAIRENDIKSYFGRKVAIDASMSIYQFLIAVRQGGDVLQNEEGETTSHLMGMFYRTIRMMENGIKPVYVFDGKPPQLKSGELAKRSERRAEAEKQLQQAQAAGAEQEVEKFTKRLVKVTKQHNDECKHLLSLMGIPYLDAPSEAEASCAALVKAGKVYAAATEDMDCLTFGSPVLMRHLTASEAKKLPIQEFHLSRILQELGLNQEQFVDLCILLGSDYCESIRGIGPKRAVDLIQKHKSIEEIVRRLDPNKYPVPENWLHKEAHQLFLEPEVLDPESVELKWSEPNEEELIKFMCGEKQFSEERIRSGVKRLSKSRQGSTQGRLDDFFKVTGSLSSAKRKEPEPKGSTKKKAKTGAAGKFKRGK
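FEN1 at 10 nM preincubated with compounds 15 min at room temperature, then flap DNA substrate added at 50 nM final. Signal read at 0 and 15 min; concentration-response fitted with four-parameter Hill equation.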
N370S GC mod – N370S glucocerebrosidase modulation, Gaucher chaperone candidate; P04062; N370S GC spleen homogenate, 4MU-glucoside fluorescence; Potency, µM (highest dose often 59.4 µM), inactives show top-dose activity change, negative = inhibition, hits mostly inhibitors; 330,000 tested, 0.092% active;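 note: 0% = full enzyme activity and -100% = no enzyme basal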
TDP1 cell CPT – growth inhibition of DT40 Tdp1-/-;hTDP1 cells with camptothecin (screen for TDP1 inhibitors) | chicken DT40 Tdp1-/-;hTDP1 cells + 20 nM CPT, ATP luminescence, 48 h | Potency, µM (titrated, usually from 46.2 µM), for the others: at the top dose activity change, negative = growth inhibition, hits mostly inhibitors | 420,000 tested, 12% active; note: nearly all actives have a fitted effect of over 55% in size
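Chicken DT40 Tdp1-/- cells stably complemented with human TDP1 were seeded at 400 cells/well in medium containing 20 nM camptothecin, exposed to pin-transferred compounds, and grown at 37 °C for at least 48 hr. Viability was read as ATP luminescence.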
* hit, by the source's call; ? = inconclusive; · = not tested or not shown; [ ] = another dose, or the depositor's remark. Calls come from the whole dose curve; as a rule, active = well fitted curve in the direction sought with a large enough effect; inconclusive = small, poorly fitted or top-dose-only effect, or another doubt; inactive = no such curve, though single readings can be large; an effect the other way counts as inactive or inconclusive. Unless noted, % is set by controls: 0 for no effect and ±100 for the full control effect; potency is the fitted concentration of half-maximal effect.

Below each compound – FEN1 inhibitor | N370S GC mod | TDP1 cell CPT
> CC(Oc1ccc(Cl)cc1Cl)c1ccnc2nc(N3CCOCC3)nn12 (stereo unspecified)
    3% | 12% | ?
> C1=NN(c2ccccc2)C=NN1c1ccccc1
    -4% | · | -25%
> Cc1ccc(OCCNc2cc(N3CCN(CCO)CC3)ccc2[N+](=O)[O-])cc1C
    ? | 7% | ?
> Cc1ccc(S(=O)(=O)CC(=O)N2CCN(c3ccc(F)cc3)CC2)cc1
    -4% | 3% | -8%
> Cc1ccccc1C(C(=O)NCc1ccco1)N(CC1CCCO1)C(=O)Cn1nnc2ccccc21 (stereo unspecified)
    -3% | ? | ?
> Cc1ccc(-c2nc3c(cnn3-c3ccccc3)c(=O)n2-c2cccc(Cl)c2)cc1
    -1% | · | 23µM*
> Cc1cccc(Nc2nc(NCc3ccco3)nc(N3CCOCC3)n2)c1
    -24% | 22% | ?
> COc1ccc(Oc2coc3c(CN4CCOCC4)c(O)ccc3c2=O)cc1
    6% | 0% | 5%
> O=C(O)c1ccc(-c2ncc[nH]2)cc1
    4% | 4% | ?
> Cc1ccc(S(=O)(=O)C(C)C(=O)c2ccc3c(c2)OCCO3)cc1 (stereo unspecified)
    5% | 0% | -25%
> Cc1ccc(-c2nc3cccnc3s2)cc1NS(=O)(=O)c1cccs1
    -20% | 6% | -20%
> COC(=O)CC/C(=N/Nc1ccc(Cl)c(Cl)c1)C(=O)OC
    -13% | 6% | -4%
> Oc1ccc(Br)cc1-c1ccn[nH]1
    -5% | -6% | -1%
> Cc1c(-c2cccc(Cl)c2)nc2ccccc2c1C(=O)OCC(=O)N(C)C1CCS(=O)(=O)C1 (stereo unspecified)
    10% | ? | -8%
> CC1(C)CC(=O)c2cc(-c3nc(-c4ccc(F)cc4)cs3)c(=O)[nH]c2C1
    -7% | · | -19%
> CCOc1cc(CNC(=O)c2sc3ncnc(N(C)C4CCCCC4)c3c2C)ccc1OC
    -22% | · | ?
> CSc1nc2c([nH]c3ccccc32)c(=O)n1-c1ccc(C)cc1
    -10% | · | -29%
> Cc1c(Cc2ccccc2)c(=O)oc2cc(OCc3nn[nH]n3)ccc12
    9% | 0% | -21%
> COc1ccc(C(=O)c2ccccc2CN2C(=O)c3ccccc3C2=O)cc1
    0% | · | ?
> Cc1cc(NC(=O)CSc2nc(-c3ccco3)cc(C(F)(F)F)n2)no1
    -2% | 4% | 0.58µM*
> O=C(CSc1nc(-c2ccc(F)cc2)[nH]c1-c1ccc(F)cc1)Nc1ccc2c(c1)OCO2
    -17% | · | 16µM*
> CCCCOc1ccc(C(=O)Nc2cccc(-n3cnnn3)c2)cc1OC
    14% | 5% | -32%
> CCOc1ccccc1CNC(=O)CCCN1C(=O)CCn2nc(-c3cccn3C)cc21
    -1% | · | 18µM*
> COc1ccc(NC(=O)COC(=O)C2CCC(C(C)(C)C)CC2)c([N+](=O)[O-])c1 (stereo unspecified)
    -27% | 24% | ?
> COc1ccc(NC(=S)N(CCCN2CCCC2)Cc2cccn2Cc2ccc(Cl)cc2)cc1Cl
    -22% | -22% | 15µM*
> C=C(C)CC1N(c2cccc(OC)c2)C(=O)[C@@H]2C(C(=O)O)[C@H]3C=C[C@@]12O3 (stereo partly specified)
    -2% | 3% | -14%
> Cc1cc(NC(=O)c2nn3cccnc3c2Cl)no1
    -1% | -13% | ?
> Cc1cccc(OCc2nnc(NC(=O)c3cccs3)s2)c1
    -3% | 0% | -6%
> Cc1ccc(OC(=O)CN2C(=O)c3ccccc3C2=O)cc1C
    -13% | -7% | 24%
> O=C(NCc1ccco1)/C(=C\c1ccco1)NC(=O)c1ccc(Br)o1
    1% | 9% | 2%
> CCC(=O)Nc1ccc(NC(=S)NC(=O)/C=C/c2ccccc2)cc1
    -20% | -2% | ?
> Cc1c(Cl)cccc1Nc1n[nH]c(=S)s1
    2% | · | -14%
> CC(C)N1CCC(NC(=O)Nc2ccc3c(c2)OCO3)CC1
    -3% | 11% | 6%
> COC(=O)N1CCN(c2ccc(Cl)c(Cl)c2)CC1
    -2% | 0% | ?
> Cc1ccc(NC(=O)CCNS(=O)(=O)c2cccc3nsnc23)cc1F
    14% | -9% | 3%
> N#CCCN(Cc1cccs1)C(=O)Nc1ccc(F)cc1
    -9% | -2% | -2%
> Cc1nc2ccccc2c2oc(C(=O)NCc3ccccn3)cc12
    14% | -15% | ?
> COc1cc(/C=N/NC(=O)CCN2CCCCC2)ccc1O
    -4% | -7% | 14%
> O=S(=O)(Nc1ccccc1O)c1ccc(Cl)nc1
    20% | 6% | -12%
> CN1CCN(C(CNC(=O)C(=O)Nc2ccccc2C#N)c2ccc3c(c2)OCO3)CC1 (stereo unspecified)
    -1% | · | 5%
> O=c1[nH]c2cnn(-c3ccccc3)c2c(=O)n1O
    0.5µM* | · | ?
> Fc1cccc(Cl)c1CSc1ccc(-c2cccnc2)nn1
    3% | 3% | -24%
> CN(CCCNC(=O)c1ccc(CS(=O)c2ccc(Br)cc2)o1)Cc1ccccc1 (stereo unspecified)
    4% | 1% | -13%
> CCc1nnc(NC(=O)CSc2nnc(CNc3ccc(F)cc3)n2C2CCCCC2)s1
    -3% | -13% | 1%
> CCCCCCCCCn1c2c(c(=N)c3c1CCC3)CCCC2
    0% | -5% | 0.026µM*

5 entries drawn at random from those above:
Below each compound – FEN1 inhibitor | N370S GC mod | TDP1 cell CPT
> Fc1cccc(Cl)c1CSc1ccc(-c2cccnc2)nn1
    3% | 3% | -24%
> Cc1c(Cl)cccc1Nc1n[nH]c(=S)s1
    2% | · | -14%
> CCC(=O)Nc1ccc(NC(=S)NC(=O)/C=C/c2ccccc2)cc1
    -20% | -2% | ?
> CCc1nnc(NC(=O)CSc2nnc(CNc3ccc(F)cc3)n2C2CCCCC2)s1
    -3% | -13% | 1%
> Cc1nc2ccccc2c2oc(C(=O)NCc3ccccn3)cc12
    14% | -15% | ?

(further entries)
> COc1ccc(Cl)cc1S(=O)(=O)N1CCCC(C(=O)NCc2ccccc2)C1 (stereo unspecified)
  FEN1 inhibitor: -1%
  N370S GC mod: -9%
  TDP1 cell CPT: -17%
> CCCCOc1ccc(CNC(=O)c2ccc(NC(=O)N3CCSc4ncccc43)cc2)cc1
  FEN1 inhibitor: -1%
  N370S GC mod: ·
  TDP1 cell CPT: ?
> Cc1nc(N)c(CC(Br)CBr)c(Cl)n1 (stereo unspecified)
  FEN1 inhibitor: -10%
  N370S GC mod: 3%
  TDP1 cell CPT: 8.2µM*
> CCS(=O)(=O)N1N=C(c2ccccc2)CC1c1ccc2nccnc2c1 (stereo unspecified)
  FEN1 inhibitor: 2%
  N370S GC mod: 20%
  TDP1 cell CPT: ?
> C#CCOCCOCCOCCNc1nc(N2CCN(C(=O)[C@H]([C@@H](C)CC)n3cc(CCC(=O)O)nn3)CC2)nc(N2CCN(C(=O)[C@H](C)n3cc(CCCN=C(N)N)nn3)CC2)n1
  FEN1 inhibitor: 9%
  N370S GC mod: 6%
  TDP1 cell CPT: -10%
> Cc1ccc(Cn2cnc3c(nnn3Cc3ccc(Cl)cc3)c2=O)cc1
  FEN1 inhibitor: 12%
  N370S GC mod: 11%
  TDP1 cell CPT: ?
> COc1ccc(-c2ccc(F)cc2)cc1C1C2C=CCC(C)C2C(=O)N1Cc1ccccc1 (stereo unspecified)
  FEN1 inhibitor: -8%
  N370S GC mod: 7%
  TDP1 cell CPT: ·
> CCN(CCNC(=O)CN(C)S(=O)(=O)c1cccc2nsnc12)c1ccccc1
  FEN1 inhibitor: -18%
  N370S GC mod: -2%
  TDP1 cell CPT: -28%
> O=C(CSc1nnc(-c2ccncc2)n1-c1ccc(Cl)cc1)N1CCOCC1
  FEN1 inhibitor: -17%
  N370S GC mod: -13%
  TDP1 cell CPT: -12%
> CCOc1ccc(NC(=S)NC(=O)c2cnn(CC)c2)c([N+](=O)[O-])c1
  FEN1 inhibitor: -4%
  N370S GC mod: -3%
  TDP1 cell CPT: -3%

Look-ups from the entries so far.
Fc1cccc(Cl)c1CSc1ccc(-c2cccnc2)nn1 in N370S GC mod shows 3%
O=C(O)c1ccc(-c2ncc[nH]2)cc1 in N370S GC mod shows 4%
CCCCOc1ccc(C(=O)Nc2cccc(-n3cnnn3)c2)cc1OC in TDP1 cell CPT shows -32%
COc1ccc(NC(=O)COC(=O)C2CCC(C(C)(C)C)CC2)c([N+](=O)[O-])c1 (stereo unspecified) in N370S GC mod shows 24%
N#CCCN(Cc1cccs1)C(=O)Nc1ccc(F)cc1 in TDP1 cell CPT shows -2%
Cc1cccc(OCc2nnc(NC(=O)c3cccs3)s2)c1 in FEN1 inhibitor shows -3%

Carrying on:
> COC(=O)c1c(-c2ccccc2OC)sc2cc3c(cc12)OCO3
  FEN1 inhibitor: -5%
  N370S GC mod: ·
  TDP1 cell CPT: ?
> COc1ccc(C(=O)NNC(=S)NC(=O)c2ccc(Br)o2)cc1OC
  FEN1 inhibitor: -9%
  N370S GC mod: 27%
  TDP1 cell CPT: ?
> Cc1ccc(NC(=O)Nc2cccc([N+](=O)[O-])c2)nc1
  FEN1 inhibitor: 5%
  N370S GC mod: -8%
  TDP1 cell CPT: 0%
> O=[N+]([O-])c1ccccc1S(=O)(=O)N(CC1CO1)c1ccccc1 (stereo unspecified)
  FEN1 inhibitor: 4%
  N370S GC mod: -10%
  TDP1 cell CPT: ?
> CCOCc1cc(CN2CCCC(CNC(=O)c3ccco3)C2)ccc1OC (stereo unspecified)
  FEN1 inhibitor: 3%
  N370S GC mod: 6%
  TDP1 cell CPT: -10%
> O=C1CC/C=C\C[C@@H](CC(=O)N(CCO)Cc2ccccc2)C(=O)N[C@H](Cc2c[nH]c3ccccc23)CO1
  FEN1 inhibitor: -2%
  N370S GC mod: ·
  TDP1 cell CPT: 16µM*
> O=C(NCc1cn(-c2ccccc2)nc1-c1ccc(F)cc1)c1cccc([N+](=O)[O-])c1
  FEN1 inhibitor: -18%
  N370S GC mod: 9%
  TDP1 cell CPT: ?
> C#CCOCCOCCOCCNc1nc(N2CCN(C(=O)CCCCCCCCCCNC(=O)Cn3cc(CCCCCN)nn3)CC2)nc(N2CCN(C(=O)CCCCCCCCCCNC(=O)[C@H]([C@@H](C)CC)n3cc(CCCCN=C(N)N)nn3)CC2)n1
  FEN1 inhibitor: 20µM*
  N370S GC mod: 18µM*
  TDP1 cell CPT: 21µM*
> Cc1c(NC(=O)c2ccc(Br)o2)c(=O)n(-c2ccccc2)n1C
  FEN1 inhibitor: 1%
  N370S GC mod: 5%
  TDP1 cell CPT: 3%
> CCc1ccc(NC(=O)Cn2cc([N+](=O)[O-])nc2C)cc1
  FEN1 inhibitor: 12%
  N370S GC mod: 9%
  TDP1 cell CPT: -28%

> COc1ccc(C(C(=O)NC2CCCCC2)N(C(=O)CCl)c2ccc(C)cc2)cc1 (stereo unspecified)
  FEN1 inhibitor: 0%
  N370S GC mod: 5%
  TDP1 cell CPT: 1.8µM*
> COc1cc(-c2nc(-c3ccc4c(c3)-c3ccccc3S4(=O)=O)c(-c3ccccc3)[nH]2)cc(OC)c1O
  FEN1 inhibitor: 2%
  N370S GC mod: -9%[12.8 µM]
  TDP1 cell CPT: 6.5µM*
> C=CCOc1cccc(C2C(C(=O)c3ccco3)=C(O)C(=O)N2CCN(CC)CC)c1 (stereo unspecified)
  FEN1 inhibitor: -3%
  N370S GC mod: -4%
  TDP1 cell CPT: -2%
> Cc1ccc(S(=O)(=O)NNC(=O)c2cnn(-c3ccccc3)c2C(F)(F)F)cc1
  FEN1 inhibitor: 6%
  N370S GC mod: 6%
  TDP1 cell CPT: ?
> COc1ccc2[nH]cc(CCNc3cc(-c4ccc(C(=O)N(C)C)cc4)ncn3)c2c1
  FEN1 inhibitor: ·
  N370S GC mod: -4%
  TDP1 cell CPT: ?
> CCC1(C)Cc2c(sc3nnn(CC(=O)Nc4cccc5ccccc45)c(=O)c23)CO1 (stereo unspecified)
  FEN1 inhibitor: -4%
  N370S GC mod: -17%
  TDP1 cell CPT: ?
> O=C1NC2(NN1c1ccccc1)C1CC3CC(C1)CC2C3 (stereo unspecified)
  FEN1 inhibitor: 2%
  N370S GC mod: ·
  TDP1 cell CPT: -8%
> O=C(c1cnc(N2CCCCC2)c2ccccc12)N1CCN(c2ccc(Cl)cc2)CC1
  FEN1 inhibitor: -17%
  N370S GC mod: ·
  TDP1 cell CPT: 15µM*
> O=C(Cn1cc2c(n1)CCCC2)NCC1CCCO1 (stereo unspecified)
  FEN1 inhibitor: -5%
  N370S GC mod: 8%
  TDP1 cell CPT: 3%
> COc1cc(-c2nnc(SCC(=O)N(C)C3CCCCC3)o2)cc(OC)c1OC
  FEN1 inhibitor: 5%
  N370S GC mod: ·
  TDP1 cell CPT: 12µM*
> COc1ccc(NC(=S)Nc2cc(C(F)(F)F)ccc2F)cc1
  FEN1 inhibitor: 0%
  N370S GC mod: 0%
  TDP1 cell CPT: 29%

Assay outcomes deposited in PubChem by National Center for Advancing Translational Sciences (NCATS).

These rows are one share of the data; the hit share may differ from the screen's.
